Screening results (PubChem BioAssay)
CendR NRP1 mod: alters CendR peptide binding to human NRP-1. O14786. actives 0.85% (n = 360,000). FAM-RPARPAR peptide binding to NRP-1, fluorescence polarization. inhibition, % at 25 µM. AID 602438;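 active = inhibition or corrected inhibition above about 18%, plus a signal ratio from 0.5 to 1.5, limit read from the data, passing the limit was not always enough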; also: strong numbers were not always called active
Target sequence (O14786 whole entry, looked up): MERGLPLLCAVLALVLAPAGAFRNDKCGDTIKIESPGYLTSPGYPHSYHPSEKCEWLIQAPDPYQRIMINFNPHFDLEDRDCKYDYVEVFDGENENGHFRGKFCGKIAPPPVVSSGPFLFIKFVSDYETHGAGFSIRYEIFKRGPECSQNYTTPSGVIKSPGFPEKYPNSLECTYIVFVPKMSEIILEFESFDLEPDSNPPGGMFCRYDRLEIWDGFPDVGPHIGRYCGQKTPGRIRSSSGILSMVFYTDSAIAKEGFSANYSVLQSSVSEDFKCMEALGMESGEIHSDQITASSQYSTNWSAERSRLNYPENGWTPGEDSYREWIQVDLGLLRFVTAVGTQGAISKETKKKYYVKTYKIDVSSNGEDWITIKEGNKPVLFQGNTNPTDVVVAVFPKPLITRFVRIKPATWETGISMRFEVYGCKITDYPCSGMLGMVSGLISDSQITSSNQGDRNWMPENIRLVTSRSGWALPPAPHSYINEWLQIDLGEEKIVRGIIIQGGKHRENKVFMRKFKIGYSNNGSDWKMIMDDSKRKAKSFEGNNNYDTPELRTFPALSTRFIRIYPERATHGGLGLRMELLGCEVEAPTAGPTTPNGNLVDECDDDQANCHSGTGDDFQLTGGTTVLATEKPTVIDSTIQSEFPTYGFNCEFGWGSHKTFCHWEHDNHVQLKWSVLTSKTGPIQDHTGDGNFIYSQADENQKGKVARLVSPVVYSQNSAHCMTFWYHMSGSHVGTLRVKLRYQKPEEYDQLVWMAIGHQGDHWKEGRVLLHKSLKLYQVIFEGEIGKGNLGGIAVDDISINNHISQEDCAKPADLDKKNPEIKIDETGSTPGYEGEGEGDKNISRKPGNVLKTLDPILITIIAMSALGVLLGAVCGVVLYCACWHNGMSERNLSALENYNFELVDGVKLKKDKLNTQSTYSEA
E coli Lon inh: E. coli protease La inhibition; purified E. coli Lon protease, fluorescence polarization; actives 0.42% (n = 360,000); inhibition, % at 7.94 µM; in the data active = inhibition above about 13%, passing the limit was not always enough;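 also: 0% = enzyme with probe and DMSO and 100% = no enzyme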
SKN-1 inh: blocks SKN-1 activity in C. elegans; actives 0.49% (n = 360,000); AID 624304; inhibition, % at 21.8 µM; C. elegans VP596 Pgst-4::GFP/RFP ratio, acrylamide-induced, 24 h;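 active = interference check ratio from 0.5 to 1.5 plus GFP to RFP signal ratio inhibition reaching or exceeding a fixed threshold, cut at about 30% in these data, passing the limit was not always enough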; also: some compounds called inactive have numbers as strong as hits
Neddylation inh: blocks human cullin neddylation; actives 0.58% (n = 360,000); P61081+Q13564; AID 651699; calls only at 25 µM; TR-FRET cullin neddylation, biochemical; in the data active = inhibition above about 36%
MsrA inh: inhibits bovine methionine sulfoxide reductase A; purified bovine MsrA, absorbance read-out; inhibition, % at 15.5 µM; actives 0.75% (n = 360,000); AID 651718; in the data active = inhibition above about 4.5%;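 also: 0% = vehicle wells with enzyme and 100% = reference inhibitor wells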
bovine MsrA act: bovine methionine sulfoxide reductase A activation | purified bovine MsrA, absorbance read-out | activation, % at 10.6 µM | actives 0.3% (n = 360,000) | AID 602163; in the data active = activation above about 7.5%;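 also: 0% = vehicle and 100% = reference activator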
MT1-MMP act inh: inhibitors of human MT1-MMP activation | HT1080 RFP-PRO-GFP cells, GFP/RFP ratio fluorescence, overnight; percent of plate control window, DMSO zero | GFP/RFP ratio change, % at 20 µM | actives 0.061% (n = 360,000);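 active = GFP/RFP ratio change of at least 30% with cell ATP level not reduced by more than half and red fluorescence within 50% of control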; also: strong numbers were not always called active
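Test system: HT1080 RFP-PRO-GFP cells; Benchmarks: DMSO and RFP-L50D-GFP cell wells; Timing: cells overnight before dosing, compound overnight, 37 °C, 5% CO2; Compound: one 20 µM compound dose with 1% DMSO; Read-out: GFP/RFP fluorescence ratio.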
FAS-TE inh: blocks the thioesterase domain of human fatty acid synthase; inhibition, % at 15 µM; actives 0.67% (n = 360,000); recombinant FAS-TE, OMFH fluorogenic substrate, fluorescence endpoint; P49327;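 active = compounds whose normalised, plate-corrected inhibition of enzyme fluorescence in the single-dose primary screen is 50% or more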;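 also: 0% = DMSO with enzyme and 100% = substrate without enzyme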
Rin1 Abl inh: inhibitors of human Rin1-Abl protein interaction. P00519+Q13671. TR-FRET Rin1/Abl binding, biochemical. inhibition, % at 7.35 µM. actives 0.4% (n = 360,000); in the data active = inhibition above about 5%, passing the limit was not always enough
The depositor's hits bear a star; i = inactive; . = no result given.

The line under a structure holds: FAS-TE inh	MsrA inh	bovine MsrA act	CendR NRP1 mod	E coli Lon inh	MT1-MMP act inh	Rin1 Abl inh	SKN-1 inh	Neddylation inh
CC(=O)N(CCCN(C)C)c1nc2ccc(C)cc2s1
  -5	0.4	-7	10	3	7	-3	-2	i
O=C(C[C@H]1CC[C@@H](NC(=O)Nc2ccc3c(c2)OCO3)[C@@H](CO)O1)NCc1ccccc1
  .	-0.2	.	10	.	-1	.	1	i
COc1ccc(-n2c(SCC(N)=O)nc3sc4c(c3c2=O)CCC4)cc1
  -2	0.5	-3	2	-3	-3	0	-12	i
O=C1CSC2=NCN(c3ccccc3)CN12
  -7	1.1	-12	-2	-4	3	1	-17	i
COC(=O)c1ccc(OCC2c3cc(OC)c(OC)cc3CCN2C(=O)C2CC2)cc1 (configuration not stated)
  4	-0.2	-1	-3	-6	-5	1	-2	i
COc1cc(CN2CCCC(C(=O)Nc3cccc(-n4cccn4)c3)C2)ccc1F (configuration not stated)
  4	-0.6	-2	-6	-3	2	-2	-2	i
O=C(OCC(=O)c1ccc[nH]1)c1ccccc1
  -1	1.9	2	-5	-1	3	-1	-9	i
CC1Sc2ccc(C(=O)NCc3ccccn3)cc2NC1=O (configuration not stated)
  -7	1.0	-3	-6	-8	-1	2	5	i
COc1ccc(CCN2CC(C(=O)OCC(=O)NC(Cc3ccccc3)C(C)=O)CC2=O)cc1OC (configuration not stated)
  -6	-0.8	-9	-2	-4	3	1	-5	i
CCN(Cc1ccccc1)c1ccccc1
  13	1.0	-7	-14	3	-2	6	-2	i
COC(=O)C1=C(C)N(C)C(=S)N(C)C1c1ccc(OC)cc1 (configuration not stated)
  5	2.4	-2	5	3	-2	1	-13	i
CC1(C)CC(NC2C3CC4CC(C3)CC2C4)CC(C)(C)N1 (configuration not stated)
  -4	-1.7	-3	-10	-3	2	1	1	i
c1ccc2c(c1)CCc1c(-c3ccncc3)n[nH]c1-2
  0	2.3	-2	-5	-1	2	-1	8	i
c1ccc(-c2nc(-c3ccncc3)no2)cc1
  -9	-0.7	-8	-14	2	-4	0	69*	i
OCC[C@@H]1C[C@@H](O)[C@H](O)[C@]2(OCc3ccccc32)O1
  -10	-1.5	-2	27*	0	3	2	7	i
CCOc1ccccc1CNC(=O)CCCc1cn(C)c2ccccc12
  10	-0.1	-1	-11	-10	0	-2	-9	i
O=C(CSc1nncn1-c1ccccc1)Nc1ccc(N2CCOCC2)cc1
  -4	1.2	-1	13	-9	3	-1	-14	i
CCCc1cc(=O)n2nc(N3CCC(C(=O)NCc4ccc(C)o4)CC3)sc2n1
  -6	-0.1	-1	-1	3	4	2	11	i
Cc1ccc(N=Nc2c(C)[nH]n(C(N)=S)c2=O)cc1
  -1	-0.6	-3	-7	-4	6	2	2	i
O=C(O)c1cc(S(=O)(=O)NCC2CCCO2)ccc1Cl (configuration not stated)
  -7	-1.4	-9	3	-11	2	0	9	i
CC1CCc2sc(C(=O)Nc3ccc(N4CCOCC4)cc3)cc2C1 (configuration not stated)
  11	-0.1	-5	-5	-6	4	5	15	i
Cn1c(CSc2ncccn2)nnc1SCC(=O)N1CCCC1
  -2	0.5	-7	-2	2	3	0	1	i
CCc1nnc(NC(=O)CSc2nnnn2-c2cccc(C(C)=O)c2)s1
  -7	1.3	-7	-8	-6	2	0	3	i
CC(=O)N/C(=C\c1ccc(F)cc1)C(=O)OCc1ccccc1
  -5	0.7	-3	0	5	-5	6	-12	i
O=C(Nc1ccccc1)C1CC2CCCC(C1)C2=O (configuration not stated)
  -9	0.3	-4	-7	-2	2	3	-3	i
CC(=O)c1ccc(N2CC(C)(C)C2=O)cc1
  -3	0.4	-1	3	-9	5	4	15	i
COc1cccc(C(=O)N2CCC[C@H]2C(=O)N2CCC[C@H]2C(=O)N[C@@H](C)c2ccccc2)c1
  -8	-0.2	0	1	-11	0	.	-1	i
O=c1[nH]c(=S)[nH]c2c1C(c1ccc(Br)cc1)c1c([nH]c(=S)[nH]c1=O)O2
  0	0.1	-5	-203	32*	-5	2	-6	i
CCN(CC)C(=O)c1cccc(-c2csc(C(C)(O)c3ccncc3)n2)c1 (configuration not stated)
  -6	-0.3	-1	0	-6	-8	-1	3	i
Fc1cc(F)c2nc(Nc3nc4c(F)cccc4s3)sc2c1
  -1	-0.2	0	-7	6	-13	1	-2	i
COc1cc2cc(C(=O)N3CCOCC3)cc(-c3ccc(C)cc3)c2cc1OC
  5	-1.7	-9	7	10	-6	-1	-12	i
O=C(CN1C(=O)NC2(CCCc3ccccc32)C1=O)N1CCN(C(=O)c2ccco2)CC1 (configuration not stated)
  -5	-0.1	-2	0	-13	2	5	-1	i
CCN1CCN(CCCNC(=O)c2csc3c2CCCCC3)CC1
  -4	-0.2	-11	3	-6	7	2	-6	i
O=C(c1ccccc1)c1ccc2nc(N3CCCCC3)c3nncn3c2c1
  17	0.6	-2	2	-20	-7	-2	2	i
Cc1ccc(NC(=O)c2cc(N3CCOCC3)nc3ccccc23)cc1
  16	-0.6	-12	8	6	-13	-1	-10	.
O=S(=O)(c1ccccc1)c1nc(-c2ccccc2)oc1N1CCCCC1
  18	0.8	-8	5	-3	5	4	15	i
CCN1CCN(c2oc(COc3ccc(-c4ccccc4)cc3)nc2C#N)CC1
  3	1.5	3	9	7	2	-1	-5	i
COc1ccc(CN2CCN(c3ncnc4scc(-c5ccc(F)cc5)c34)CC2)cc1
  26	-0.2	-1	-7	-11	-9	0	2	i
COc1ncnc2c1oc1nc(CC(C)C)c3c(c12)CC(C)(C)OC3
  10	1.4	-4	6	-4	-10	0	12	i
CCOC(=O)CSc1nc2ccc(N)cc2s1
  -4	0.2	0	21	-7	1	2	5	i
C/C(=N\NC(=O)CC1N=C(Cc2ccccc2)NNC1=O)c1ccccc1 (configuration not stated)
  -6	-0.2	1	10	6	-5	-1	18	i
O=C(CN1C(=O)NC2(CCCCC2)C1=O)N1CCN(S(=O)(=O)c2ccc(F)c(F)c2F)CC1
  -4	0.9	3	2	-9	-3	-2	-7	i
Cc1cc(=O)[nH]c(-n2nc(C)c(Oc3ccccc3O)c2C)n1
  -10	0.8	-9	-5	0	8	2	1	i
CC(=O)Nc1cccc(-c2ccnc3c2CC(C)(C(=O)Nc2ccc4c(c2)OCO4)O3)c1 (configuration not stated)
  -2	-0.4	-10	-9	-15	23	-2	8	i
COC(=O)c1ccccc1S(=O)(=O)NCc1nc2nc(C)cc(C)n2n1
  -4	-0.5	0	9	-9	2	0	6	i
CN(Cc1nc(-c2ccc(Cl)cc2)no1)C(=O)CCN1C(=O)[C@H]2CC=CC[C@H]2C1=O
  -1	0.2	-4	7	0	-1	6	-8	i
CSC1SCC2C(=O)N(C)C(C(C)C)C(=O)OCC(NC(=O)c3cnc4ccccc4n3)C(=O)NC(C)C(=O)N(C)C1C(=O)N(C)C(C(C)C)C(=O)OCC(NC(=O)c1cnc3ccccc3n1)C(=O)NC(C)C(=O)N2C (configuration not stated)
  22	0.9	-1	-32	5	-26	0	42*	i
O=C1C(Cl)=C(N2CCCC2)C(=O)N1c1ccc(F)cc1
  4	0.6	-4	3	0	1	-1	3	i
Cc1ccc(C2CC(=O)c3cnc(N4CCN(c5ccccc5)CC4)nc3C2)cc1 (configuration not stated)
  2	0.8	-2	-3	-1	4	-1	-1	i
COc1ccc(-c2nn(-c3ccccc3)cc2C(=O)N(C)CC(=O)Nc2ccccc2Br)cc1
  20	0.5	1	-19	2	0	4	1	i

Part of the list above in order of molar mass, largest number first.
The line under a structure holds: FAS-TE inh	MsrA inh	bovine MsrA act	CendR NRP1 mod	E coli Lon inh	MT1-MMP act inh	Rin1 Abl inh	SKN-1 inh	Neddylation inh
O=C(C[C@H]1CC[C@@H](NC(=O)Nc2ccc3c(c2)OCO3)[C@@H](CO)O1)NCc1ccccc1
  .	-0.2	.	10	.	-1	.	1	i
COC(=O)c1ccc(OCC2c3cc(OC)c(OC)cc3CCN2C(=O)C2CC2)cc1 (configuration not stated)
  4	-0.2	-1	-3	-6	-5	1	-2	i
COc1ncnc2c1oc1nc(CC(C)C)c3c(c12)CC(C)(C)OC3
  10	1.4	-4	6	-4	-10	0	12	i

New compounds follow
The line under a structure holds: FAS-TE inh	MsrA inh	bovine MsrA act	CendR NRP1 mod	E coli Lon inh	MT1-MMP act inh	Rin1 Abl inh	SKN-1 inh	Neddylation inh
Cc1ccc(SCc2[nH]nc3c2C(c2cccnc2)C(C#N)=C(N)O3)cc1 (configuration not stated)
  2	1.7	-2	-3	8	5	2	7	i
O=C1CN=CN=CN1c1ccc(Cl)cc1Cl
  -3	-0.4	0	8	-2	3	-5	1	i
CCC/C(O)=C1\C(=O)CC(C)(C)CC1=Nc1ccccc1O
  -4	-0.4	-3	-8	-7	0	2	-4	i
C=CCNC(=O)/C=C/c1cccs1
  -5	0.8	-2	-29	2	4	-2	7	i
O=C(Cc1cccc([N+](=O)[O-])c1)Nc1ccccc1
  17	-1.0	0	6	-7	0	-2	2	i

Of the compounds above, these have two or more sulfur atoms.
The line under a structure holds: FAS-TE inh	MsrA inh	bovine MsrA act	CendR NRP1 mod	E coli Lon inh	MT1-MMP act inh	Rin1 Abl inh	SKN-1 inh	Neddylation inh
COc1ccc(-n2c(SCC(N)=O)nc3sc4c(c3c2=O)CCC4)cc1
  -2	0.5	-3	2	-3	-3	0	-12	i
Cn1c(CSc2ncccn2)nnc1SCC(=O)N1CCCC1
  -2	0.5	-7	-2	2	3	0	1	i
CCc1nnc(NC(=O)CSc2nnnn2-c2cccc(C(C)=O)c2)s1
  -7	1.3	-7	-8	-6	2	0	3	i
O=c1[nH]c(=S)[nH]c2c1C(c1ccc(Br)cc1)c1c([nH]c(=S)[nH]c1=O)O2
  0	0.1	-5	-203	32*	-5	2	-6	i
Fc1cc(F)c2nc(Nc3nc4c(F)cccc4s3)sc2c1
  -1	-0.2	0	-7	6	-13	1	-2	i
CCOC(=O)CSc1nc2ccc(N)cc2s1
  -4	0.2	0	21	-7	1	2	5	i
CSC1SCC2C(=O)N(C)C(C(C)C)C(=O)OCC(NC(=O)c3cnc4ccccc4n3)C(=O)NC(C)C(=O)N(C)C1C(=O)N(C)C(C(C)C)C(=O)OCC(NC(=O)c1cnc3ccccc3n1)C(=O)NC(C)C(=O)N2C (configuration not stated)
  22	0.9	-1	-32	5	-26	0	42*	i

Random draw from the library; overall some 4.2% were active at least once.
